# ARNT TACC3 PPI: disruptors of human ARNT/TACC3 interaction; Q9Y6A5; AlphaScreen His-ARNT PAS-B/GST-TACC3 binding, luminescence; TACC3 fragment carries E629A point mutation; inhibition, % at 9.99 µM; 390,000 compounds, 0.66% hits; AID 623870;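 active means mean inhibition of replicates at least 50% and at least half of replicates each reaching 50%; inconclusive means half or more replicates reach 50% but mean below 50%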;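 further: 0% = complete ARNT plus TACC3 wells and 100% = ARNT alone without TACC3; many hits fall short of the cut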
# CASP6 VEID inh: inhibitors of human caspase-6; purified caspase-6, Z-VEID-R110 cleavage fluorescence; inhibition, % at 12.5 µM; 350,000 compounds, 0.53% hits; AID 686996;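 active means mean inhibition across replicates at least about 35%, with every replicate also reaching that limit, limit read from the data; inconclusive means only one of the two criteria met; inactive means neither criterion met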;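 further: 0% = median of neutral control wells and 100% = no fluorescence left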
# Target sequence (P55212 24-179 limits assumed): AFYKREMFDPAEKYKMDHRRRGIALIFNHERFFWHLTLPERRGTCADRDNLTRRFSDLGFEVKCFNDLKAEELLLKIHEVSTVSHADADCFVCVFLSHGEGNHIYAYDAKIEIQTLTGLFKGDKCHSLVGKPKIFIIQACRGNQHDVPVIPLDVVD
# Target sequence (P55212 194-293 limits assumed): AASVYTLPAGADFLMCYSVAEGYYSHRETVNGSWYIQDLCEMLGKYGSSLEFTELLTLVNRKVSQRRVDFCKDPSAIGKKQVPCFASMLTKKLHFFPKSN
# EWS-Fli block: blocks EWS/Fli oncoprotein-driven transcription | AID 651661 | A673 NR0B1-luciferase reporter, viability-normalised | 350,000 compounds, 0.67% hits | inhibition, % at 12.6 µM;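 active means mean inhibition of at least 50% after viability correction, with every replicate also passing that limit; inconclusive means mean reaches 50% but only one of two replicates passes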;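 further: firefly luciferase signal divided by Alamar Blue viability fluorescence both relative to DMSO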
# DENV2 CPE rescue: DENV2-induced cell death inhibition; DENV2-infected cells, cytopathic effect rescue, plate reader; CPE inhibition, % at 9.99 µM; 350,000 compounds, 1.7% hits; in the data active means CPE inhibition above about 20%, passing the limit was not always enough; inconclusive means no clear call, values can overlap the other calls; tested in BHK-21 cells;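 further: 0% = median of neutral control wells and 100% = median of positive control wells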
# PAX8 reporter: inhibitors of PAX8 transcriptional activity in RMG-I cells | RMG-I TPO-luciferase reporter, SteadyGlo, 24 h | inhibition, % at 12.6 µM | 360,000 compounds, 1.2% hits | AID 652154;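 active means mean replicate inhibition at least 60% with every replicate also reaching 60%; inconclusive means only one of the two criteria is met; inactive means mean below 60% and not all replicates reaching 60%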;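 further: luciferase light reporting Pax8 driven TPO promoter activity; plate controls were median of neutral control wells for no effect and mitoxantrone controls for full effect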
# LGR2 antag: blocks bursicon-induced cAMP signaling via Drosophila LGR2; HEK293 LGR2, CRE-luciferase, bursicon-stimulated, 4 h; 380,000 compounds, 0.35% hits; AID 720647; inhibition, % at 9.99 µM;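 active means drop in luminescence signal, shown as inhibition above about 50% in the replicate tests, limit read from the data, passing the limit was not always enough; inconclusive means probably only some replicates passing the limit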;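 further: agonist challenge used bursicon conditioned medium at about half maximal strength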
# SIRT5 block: blocks human SIRT5 desuccinylation of peptide; Purified SirT5, succinyl-peptide AMC, trypsin-coupled fluorescence; inhibition, % at 15 µM; 330,000 compounds, 1.1% hits; in the data active means inhibition above about 15%; inconclusive means no clear call, values can overlap the other calls
# Target sequence (Q9NXA8 whole entry, looked up): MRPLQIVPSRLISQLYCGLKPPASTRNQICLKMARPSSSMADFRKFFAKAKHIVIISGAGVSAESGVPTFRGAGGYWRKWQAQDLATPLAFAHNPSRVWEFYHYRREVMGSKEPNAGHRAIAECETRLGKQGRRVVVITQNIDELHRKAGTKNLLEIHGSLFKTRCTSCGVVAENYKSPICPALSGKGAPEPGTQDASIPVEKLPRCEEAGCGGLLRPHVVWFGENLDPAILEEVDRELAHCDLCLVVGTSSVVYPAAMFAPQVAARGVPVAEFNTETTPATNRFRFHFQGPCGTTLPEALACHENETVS
# * marks the source's active call; other numbers are inactive results; ? = inconclusive; · = not tested or not shown; & = joins results of further samples.
SMILES,ARNT TACC3 PPI,CASP6 VEID inh,EWS-Fli block,DENV2 CPE rescue,PAX8 reporter,LGR2 antag,SIRT5 block
O=C(NN=CC=Cc1ccccc1)C(O)C(O)C(=O)NN=CC=Cc1ccccc1 (configuration not stated),·,2,-5,3,0,8,-1
Cc1ccc(S(=O)(=O)N2C3CCCCC3O[C@H]2CC(=O)Oc2ccccc2)cc1 (some centres not stated),·,0,-4,10,-11,2,4
Cc1cc(C)n2nc(N)c(N=Nc3ccc4c(c3)OCO4)c2n1,-5,·,·,·,-12,0,·
Nc1cccc(C(=O)NCCNC(=O)c2cccc(N)c2)c1,-8,-1,-5,1,-5,-1,2
CCN(C(=O)COc1ccccc1[N+](=O)[O-])C1CCS(=O)(=O)C1 (configuration not stated),-4,·,·,·,-2,4,·
C=CCN1c2ccccc2Sc2cnccc21,·,1,1,-6,-3,19,·
CCC(C)c1ccc(NC(=O)COC(=O)CCNS(=O)(=O)c2cccs2)cc1 (configuration not stated),7,5,-13,-2,-35,-22,-3
Cc1ccc(OCc2cc(C(=O)N(C)CCc3ccccn3)no2)cc1C,-4,0,-86,5,-160,-19,-1
COCC(=O)N1[C@@H]2c3ccc(C4=CCCC4)c(=O)n3C[C@@H]2[C@@H](CO)[C@@H]1C(=O)N1CCN(C)CC1,·,-1,-4,5,-22,-4,-8
CCSc1ccc(/C(N)=N/OC(=O)c2cccs2)cn1,-8,-1,-88,3,-200,-74,0
CC(C)c1ccc(/C=C2\SC(N3CCCC3)=NC2=O)cc1,8,·,·,·,-59,-9,·
C[C@@H](NC(=O)C[C@@H]1CC[C@@H](NC(=O)c2cccnc2)[C@H](CO)O1)c1ccccc1,-1,-2,-4,2,0,5,1

# Single values from the results shown:
# `Cc1ccc(OCc2cc(C(=O)N(C)CCc3ccccn3)no2)cc1C` – PAX8 reporter = -160
# `CCN(C(=O)COc1ccccc1[N+](=O)[O-])C1CCS(=O)(=O)C1` (configuration not stated) – LGR2 antag = 4

# Remaining list, next part
SMILES,ARNT TACC3 PPI,CASP6 VEID inh,EWS-Fli block,DENV2 CPE rescue,PAX8 reporter,LGR2 antag,SIRT5 block
CN(C)c1ccc(C=C2C=CC=C2)cc1,1,-2,-95,1,-86,·,·
O=S1(=O)CCN(Cc2ccc(F)cc2)CC1,-5,0,0,4,10,-11,-4
Cn1nccc1CNC(=O)c1ccnn1C,-6,·,·,·,2,4,·
O=C(Cc1ccc(F)cc1)N/N=C/c1ccccn1,8,-2,-11,2,-29,-16,-3
Cc1ccc(S(=O)(=O)Nc2ccc3c(c2)CC(=O)N([C@@H](C)CO)C[C@H](C)[C@@H](CN(C)C(=O)Nc2ccccc2)O3)cc1,-3,2,-4,10,-23,1,-1
COc1ccc2c3c(n(C)c2c1)[C@@H](CO)NCC31CCN(Cc2ccccc2Cl)CC1,·,·,-7,1,·,-16,·
COc1ccc(CN2C(=O)C(CC(=O)NCCCN(C)C)CC(C(=O)N3CCCCCC3)=C2C)cc1 (configuration not stated),·,-21,-8,7,5,-16,·
Cc1ccc(CN(C)C(=O)COc2ccc(S(=O)(=O)N3CCCC3)cc2[N+](=O)[O-])c(C)c1,-2,-1,15,12,-2,-14,-1
COc1ccc(C2c3ccc4ccccc4c3Oc3ncn4nc(Cc5ccccc5)nc4c32)cc1OC (configuration not stated),-4,·,·,·,-8,-10,·
CC(OC(=O)c1ccc(NS(=O)(=O)c2ccc3[nH]c(=O)[nH]c3c2)cc1)C(N)=O (configuration not stated),-3,·,-5,1,-5,-4,0
CCOc1ccccc1NS(=O)(=O)c1ccc(Br)s1,-23,2,-17,5,·,-4,8
Cn1nc(C(C)(C)C)cc1N1C(=O)CCC1(C)C(=O)NC1CCCC1 (configuration not stated),·,3,-8,7,12,0,0
COc1ccccc1OCC(=O)N(Cc1nc(-c2ccccc2)no1)C(C)C,·,6,3,-4,15,6,1
O=C(Nc1ccc2c(c1)OCO2)N[C@H]1C=C[C@H](CC(=O)N2CCN(c3ccccc3)CC2)O[C@@H]1CO,26,1,-8,8,4,17,-2
NC(=O)CC(NC(=O)Cc1ccc(Cl)cc1)c1ccc(N2CCN(c3ccccn3)CC2)c([N+](=O)[O-])c1 (configuration not stated),16,6,10,·,-2,20,8
CC(C)(C)C1COc2ccccc2N1C(=O)c1cccc(Cl)c1 (configuration not stated),3,4,-1,16,8,0,-3
O=C(CCCn1c(=O)c2ccccc2n(Cc2cccc(F)c2)c1=O)NC1CCN(Cc2ccccc2)CC1,·,2,-7,-6,25,1,2
O=C(COC(=O)c1ccc(Cl)nc1)c1ccc2c(c1)OCCO2,-13,3,-45,1,-84,-42,-5
COc1ccc(NC(=O)N(C)C[C@@H]2Oc3ccc(NC(=O)Cc4ccccc4)cc3C(=O)N([C@H](C)CO)C[C@H]2C)cc1,8,3,11,-4,-6,-1,0
FC(F)(F)c1ccc(/C=N/n2c(COc3ccccc3)n[nH]c2=S)cc1,2,5,-1,4,13,-2,-3
Cc1nnc(NC(=O)NC(C)N2C(=O)C3C4C=CC(C4)C3C2=O)s1 (configuration not stated),-19&-5,-1,-4,1,0,-1&14,-2
CCCn1c(C)cc(/C=C(\C#N)C(=O)OCC(=O)Nc2cccc(OC)c2)c1C,-7,-1,-5,-12,35,-14,·
CCc1ccc([C@@H]2CC(=O)[C@@H]3CN(S(=O)(=O)c4ccccc4)[C@H](c4ccc(OC)cc4)C[C@@H]3N2S(=O)(=O)c2ccc(C)cc2)cc1,·,0,3,?,6,-1,-1
O=C(CN1C(=O)c2ccccc2S1(=O)=O)NC1CCCCC1,33,-3,5,0,24,-8,2
Cc1ccc(C(=O)NNC(=O)c2ccc(-n3cncn3)c([N+](=O)[O-])c2)cc1,·,-2,-9,?,6,17,1
Cc1noc(C)c1-c1nnc(-c2ccc(C(F)(F)F)cc2)o1,-7,-2,-42,-8,-7,-20,-1
C[C@@H]1CCCCO[C@@H](CN(C)C(=O)c2ccncc2)[C@@H](C)CN([C@@H](C)CO)C(=O)c2cc(NS(=O)(=O)c3cn(C)cn3)ccc2O1,-9,3,-4,-4,9,14,-1
COC(=O)C(C)NC(=S)N1CCN(c2c(F)cc3c(=O)c(C(=O)O)cn(C4CC4)c3c2OC)CC1C (configuration not stated),4,1,18,1,1,20,-5
CC1CCN(C(=O)Cn2c(=O)n(Cc3ccco3)c(=O)c3sccc32)CC1,-5,4,7,11,5,-2,1
Cc1ccc(S(=O)(=O)N2CCOCC2)cc1NC(=O)CNCc1ccccn1,65*,-5,6,-8,-2,16,-7
CC(C)COC(=O)N1CCCCC1c1cc(C(=O)NCc2ccc(F)cc2)no1 (configuration not stated),·,-1,9,5,14,-44,2
O=C(Nc1cc(S(=O)(=O)N2CCCCC2)ccc1Oc1ccccc1)C1=COCCO1,24,0,8,5,-7,8,0
CN(C)/N=C1\C(=O)N(CN2CCN(c3ccccc3)CC2)c2ccccc21,·,1,-4,1,-4,14,0
CCS(=O)(=O)Nc1ccc2c(c1)C(=O)N(C)C[C@H](OC)[C@@H](C)CN(C(=O)COC)[C@H](C)CO2,3,0,-2,82*,3,-2,0
O=C(CC1SC(N2CCCC2)=NC1=O)Nc1ccc(C(=O)NCc2ccc(F)cc2)cc1 (configuration not stated),-2,-2,-15,0,3,15,-7
COc1ccc(C(=O)C2CCCN(C3Cc4ccccc4C3)C2)cc1OC (configuration not stated),3,-1,8,-1,10,2,1

# Record cards, from the list above. Screens in order: ARNT TACC3 PPI, CASP6 VEID inh, EWS-Fli block, DENV2 CPE rescue, PAX8 reporter, LGR2 antag, SIRT5 block
# O=C(CC1SC(N2CCCC2)=NC1=O)Nc1ccc(C(=O)NCc2ccc(F)cc2)cc1 (configuration not stated) is listed as -2, -2, -15, 0, 3, 15, -7
# COc1ccc(C(=O)C2CCCN(C3Cc4ccccc4C3)C2)cc1OC (configuration not stated) is listed as 3, -1, 8, -1, 10, 2, 1
# C[C@@H]1CCCCO[C@@H](CN(C)C(=O)c2ccncc2)[C@@H](C)CN([C@@H](C)CO)C(=O)c2cc(NS(=O)(=O)c3cn(C)cn3)ccc2O1 is listed as -9, 3, -4, -4, 9, 14, -1
# Cc1noc(C)c1-c1nnc(-c2ccc(C(F)(F)F)cc2)o1 is listed as -7, -2, -42, -8, -7, -20, -1
# CC(C)COC(=O)N1CCCCC1c1cc(C(=O)NCc2ccc(F)cc2)no1 (configuration not stated) is listed as ·, -1, 9, 5, 14, -44, 2

# Additional records follow:
SMILES,ARNT TACC3 PPI,CASP6 VEID inh,EWS-Fli block,DENV2 CPE rescue,PAX8 reporter,LGR2 antag,SIRT5 block
COc1ccc(CNC(=O)Cn2cc([N+](=O)[O-])cn2)cc1,2,0,-2,-8,5,-14,-1
COc1ccc(NC(=O)CN2CCN(S(=O)(=O)c3ccc(Cl)cc3)CC2)cc1,-1,1,-5,4,·,0,1
C[C@H]1CN([C@@H](C)CO)C(=O)Cc2cc(NC(=O)Cc3ccccc3)ccc2O[C@H]1CN(C)C(=O)Nc1cccc2ccccc12,10&44,1&2,2&0,4&18,35&20,18&7,-7&1
O=C(C[C@H]1C[C@@H]2c3cc(NC(=O)Nc4ccc(C(F)(F)F)cc4)ccc3O[C@@H]2[C@@H](CO)O1)NCc1ccc(Cl)cc1,1,0,21,0,89*,4,11
CCOC(=O)C1CCN(C(=O)Cn2c(=O)oc3cc(S(=O)(=O)N4CCCC4)ccc32)CC1,-2,0,-8,?,-2,17,·
Nc1c(N(Cc2ccccc2)C(=O)COc2ccc(F)cc2Cl)c(=O)[nH]c(=O)n1Cc1ccccc1,0,0,18,18,0,7,1
CCn1cc(C(=O)NCc2cccs2)c(=O)c2cc(S(=O)(=O)N3CCOCC3)ccc21,·,0,11,-4,-25,9,0
Clc1ccc(OCc2nnc3n2CCCCC3)c(Cl)c1,-4,-3,-4,-1,-10,-20,0
CCn1nc(NC(=O)C(C)C)c2cc3cccc(C)c3nc21,-21,-3,7,-5,-73,10,-9
Cc1ccc2nsnc2c1NC(=O)CCl,-10,8,9,-4,-9,4,·
O=S(=O)(c1cnc[nH]1)N1CCN(c2ccccc2)CC1,0,-2,0,7,0,4,1
CC(C)NC(=O)N1[C@H](CO)[C@H](c2ccccc2)C12CN(C(=O)CN(C)C)C2,·,-2,-3,16,-1,-2,3
COc1ccc(NC(=O)c2cc(-c3ccncc3)nc3ccccc23)c(OC)c1,11,-1,8,-4,·,2,-6
C/C=C/c1ccc([C@H]2[C@@H](CO)N(S(C)(=O)=O)[C@@H]2CN(CC)C(C)=O)cc1,-3,0,-6,-10,-13,23,2
Cc1ccc(C2CC(c3cccs3)=NN2C(=O)CSC2=NCCS2)cc1 (configuration not stated),7,-5,-6,-2,27,-6,1
COc1ccc(NC(=O)CC2SC(=NCC3CCCO3)NC2=O)cc1 (configuration not stated),-4,5,1,-6,12,8,-2
CO[C@H]1CN(C)C(=O)c2cc(NS(C)(=O)=O)ccc2OC[C@H](C)N(C(=O)C2CC2)C[C@@H]1C,-4,5,3,1,1,10,-2
COc1ccc(CCNC(=S)N2CCN(S(=O)(=O)c3ccccc3)CC2)cc1,-3,5,1,-7,11,-10,1
O=C(NCCN1CCCC1)c1cccc(Cl)c1,3,-15,0,2,0,15,-3
COc1ccc(C(=O)c2c3ccc(C(F)(F)F)cc3[n+]([O-])n2CCCN)cc1,13,-1,-7,-12,12,·,·
CCOc1cc(CN2CCC(CO)(Cc3cccc(C(F)(F)F)c3)CC2)ccc1OC,3,-1,19,0,17,·,-3
O=C(CCN1CCCCC1)N[C@H]1CC[C@H](CCn2cc(-c3cccc(F)c3)nn2)O[C@@H]1CO,-21,-1,-1,-8,1,7,-7
CCC(c1nnnn1C1CCCC1)N1CCC(C(N)=O)CC1 (configuration not stated),·,6,2,0,1,4,10
O=[N+]([O-])c1ccccc1SNc1ccccn1,2,·,·,·,4,10,·
CC(CC(=O)Nc1ccc(F)c([N+](=O)[O-])c1)c1ccccc1 (configuration not stated),-1,2,15,-6,14,-9,-4
O=c1c([N+](=O)[O-])c(N2CCCC2)c2ccccc2n1-c1ccccc1,0,-1,4,17,-3,13,-2
Cc1cc(C(=O)N/N=C/c2c(CO)cnc(C)c2O)c2ccccc2n1,61*,-11,-3,6,15,11,12
Cc1cccnc1NC(=O)CCNC(=O)c1ccc(Cl)cc1,-1,1,-6,-11,5,2,-1
COc1ccc(C(=O)NCCSCc2ccc(Cl)cc2)cc1OC,-1,1,7,-2,0,10,6
